NadD block – blocks S. aureus nicotinate mononucleotide adenylyltransferase; 360,000 compounds, 0.78% hits; inhibition, % at 20 µM; purified NadD enzyme, colorimetric absorbance read-out; in the data active means inhibition above about 26%; further: some compounds past the cut are filed as inactive
MLLE-PAM2 inh – inhibitors of microRNA-mediated deadenylation, human PABP1 MLLE binding | 360,000 compounds, 0.36% hits | GST-MLLE / FITC-PAM2 fluorescence polarization | inhibition, % at 20 µM | AID 588489; in the data active means inhibition above about 35%, passing the limit was not always enough;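 further: plate controls were DMSO wells with GST-MLLE for no effect and wells lacking GST-MLLE protein for full effect; some results filed as inactive read as strong as hits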
Neddylation inh – blocks human cullin neddylation; P61081+Q13564; TR-FRET cullin neddylation, biochemical; calls only at 25 µM; 360,000 compounds, 0.58% hits; AID 651699; in the data active means inhibition above about 36%
FAS TE block – FAS thioesterase (human) inhibition; recombinant FAS-TE, OMFH fluorogenic substrate, fluorescence endpoint; inhibition, % at 15 µM; 360,000 compounds, 0.67% hits; P49327; AID 602261;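 active means compounds whose normalised, plate-corrected inhibition of enzyme fluorescence in the single-dose primary screen is 50% or more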;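 further: 0% = DMSO with enzyme and 100% = substrate without enzyme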
Rpn11 block – Rpn11 (human) deubiquitinase inhibition | human 26S proteasome, Ub4-pepOG fluorescence polarization; 20S core pre-blocked with epoxomicin | calls only at 20 µM | 360,000 compounds, 0.59% hits;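 active means inhibition at 20 µM, scaled to each plate's controls, above about 33%, limit read from the data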
SKN-1 block – blocks SKN-1 activity in C. elegans. C. elegans VP596 Pgst-4::GFP/RFP ratio, acrylamide-induced, 24 h. inhibition, % at 21.8 µM. 360,000 compounds, 0.49% hits. AID 624304;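 active means interference check ratio from 0.5 to 1.5 plus GFP to RFP signal ratio inhibition reaching or exceeding a fixed threshold, cut at about 30% in these data, passing the limit was not always enough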; further: some compounds called inactive have numbers as strong as hits
CSN inh – CSN deneddylation inhibition; AID 651999; Purified CSN, SCF-Nedd8-OG deneddylation, fluorescence polarization; 360,000 compounds, 0.38% hits; inhibition, % at 12.5 µM; Q92905;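 active means pattern-corrected inhibition above about 35%, with an unprinted fluorescence ratio check between 0.5 and 1.5, limit read from the data, passing the limit was not always enough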;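 further: 0% = enzyme with substrate and 100% = substrate without enzyme; some results filed as inactive read as strong as hits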
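Assay system: HEK293T-derived human Csn5 enzyme; quantity: 0.24 nM enzyme; medium: Tris/NaCl/DTT buffer, pH 7.5; also added: substrate SCFSkp2-Nedd8OG, 10 nM; doses: 12.5 µM compound; schedule: 90 min reaction at room temperature; signal: FP; read-out: % inhibition of substrate cleavage by Csn5; benchmarks: substrate-only high control, full reaction low control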
MT1-MMP act inh – blocks activation of human MT1-MMP | P50281 | HT1080 RFP-PRO-GFP cells, GFP/RFP ratio fluorescence, overnight; percent of plate control window, DMSO zero | GFP/RFP ratio change, % at 20 µM | 360,000 compounds, 0.061% hits;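 active means GFP/RFP ratio change of at least 30% with cell ATP level not reduced by more than half and red fluorescence within 50% of control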; further: strong numbers were not always called active
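Assay system: HT1080 RFP-PRO-GFP cells. Benchmarks: DMSO vehicle wells and RFP-L50D-GFP reporter cell wells. Times: overnight cell settling, then overnight compound exposure, 37 °C, 5% CO2. Compound: 20 µM single dose, 1% DMSO. Read-out basis: GFP/RFP fluorescence ratio.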
Rin1 Abl inh – inhibitors of human Rin1-Abl protein interaction; P00519+Q13671; TR-FRET Rin1/Abl binding, biochemical; inhibition, % at 7.35 µM; 360,000 compounds, 0.4% hits; AID 588664; in the data active means inhibition above about 5%, passing the limit was not always enough
An asterisk follows results filed as active; i = inactive; . = not tested or not shown.

smiles	NadD block	MLLE-PAM2 inh	Neddylation inh	FAS TE block	Rpn11 block	SKN-1 block	CSN inh	MT1-MMP act inh	Rin1 Abl inh
Cc1csc2nc(CNS(=O)(=O)c3ccc4c(c3)CCCC4)cn12	5	-11	i	0	i	36*	1	-1	-1
CC(Sc1cccc[n+]1[O-])C(=O)Nc1cccc(S(=O)(=O)N2CCOCC2)c1 (configuration not stated)	1	21	i	-12	i	1	-5	-5	-7
COc1ccc2c(c1)c(C(C)=O)c(C)n2C	-7	1	i	-1	i	2	3	-3	4
O=C1COc2ccc(C(=O)COC(=O)CCSc3ccc(Cl)cc3)cc2N1	3	13	i	-1	i	-3	-6	1	-4
O=C(CSc1nnc2ccccn12)Nc1nsc(-c2ccccc2)n1	-3	-8	i	-7	i	-3	-4	-3	-5
CC1CC(C)CN(C(=O)CCCn2c(=S)[nH]c3ccccc3c2=O)C1 (configuration not stated)	-6	-58	i	8	i	2	4	-3	-1
C[C@@H]1CN([C@H](C)CO)C(=O)CCCn2nncc2CO[C@H]1CN(C)C(=O)Nc1ccc2c(c1)OCO2	6	8	i	-6	i	-10	0	4	1
CO[C@@H]1CN(C)C(=O)c2cc(NC(=O)Nc3cc(F)ccc3F)ccc2OC[C@H](C)N(C(=O)c2cnccn2)C[C@@H]1C	.	.	i	.	.	8	3	-1	.
CC(C)(C)c1ccc(OCCCNCc2ccccc2)cc1	-3	-5	i	-6	i	-4	4	1	3
CCOc1ccccc1NC(=O)CN1C(=O)CSC(C)C1=O (configuration not stated)	-7	-7	i	-1	i	-7	-4	1	-5
Cc1c(C(=O)O)sc(S(=O)(=O)N2CCN(C(=O)CCc3ccccc3)CC2)c1C(=O)O	-8	11	i	-6	i	-4	1	6	0
C=CCOc1ccc(Br)cc1CNCCO	-4	-7	i	-6	i	3	-2	4	-2
Cc1cc(C)nc(SC2CCCCC2NS(=O)(=O)c2ccc(Cl)cc2)n1 (configuration not stated)	-4	1	i	13	i	3	-12	-4	2
CCNc1nc(NCC)n2c(SC(C(=O)Nc3cc(C)ccc3C)c3ccccc3)nnc2n1 (configuration not stated)	13	-6	i	9	i	6	0	-6	0
COc1cccc(C=Nc2ccc(N3CCOCC3)cc2)c1O	-7	6	i	-4	i	7	2	4	-3

Entries of single compounds as entered above. Screens in order: NadD block	MLLE-PAM2 inh	Neddylation inh	FAS TE block	Rpn11 block	SKN-1 block	CSN inh	MT1-MMP act inh	Rin1 Abl inh
Cc1cc(C)nc(SC2CCCCC2NS(=O)(=O)c2ccc(Cl)cc2)n1 (configuration not stated) as listed: -4	1	i	13	i	3	-12	-4	2
C[C@@H]1CN([C@H](C)CO)C(=O)CCCn2nncc2CO[C@H]1CN(C)C(=O)Nc1ccc2c(c1)OCO2 as listed: 6	8	i	-6	i	-10	0	4	1

Additional entries
smiles	NadD block	MLLE-PAM2 inh	Neddylation inh	FAS TE block	Rpn11 block	SKN-1 block	CSN inh	MT1-MMP act inh	Rin1 Abl inh
CCOC(=O)C1(C(F)(F)F)N=C(c2cccnc2)OC(N2CCCCC2)=N1 (configuration not stated)	-1	3	i	-6	i	-9	4	4	-1
CN(C)c1ccc(P(=O)(OC2CCCCC2)C(O)c2ccccn2)cc1 (configuration not stated)	2	7	i	-7	i	5	1	-2	-2
COc1ccc(CCSc2nnc(C3CCCCC3)n2N)cc1	0	-79	i	-4	i	5	-1	5	-1
C/C(Nc1cccc(F)c1)=C(/C#N)C(N)=O	-4	3	i	-2	i	6	3	-4	1
C=CCNC(=O)C(=O)NCCOc1ccccc1Cl	-3	5	i	-8	i	2	7	1	-1
CC1=C(C(=O)N2CCOCC2)C(c2c(C)cc(C)cc2C)NC(=S)N1 (configuration not stated)	3	-118	i	-3	i	3	-8	-3	5
COCCNC(=O)c1sc(=O)n(Cc2ccc(SC)cc2)c1C	0	-14	i	-5	i	-12	5	2	-1
Cc1cccn2c(=O)c(C=O)c(Sc3ncccn3)nc12	1	21	i	-7	i	13	-5	0	1
COc1ccc(-n2nnnc2-c2nc3ccccc3s2)cc1	-6	1	i	-7	i	4	1	1	1
CC(=O)NCCC(=O)Nc1cc(S(=O)(=O)N2CCOCC2)ccc1Oc1ccc(F)cc1	-4	-5	i	-6	i	-12	-2	3	-1
CCOc1ccc2nc(NC(NC(C)=O)(C(=O)OC)C(F)(F)F)sc2c1 (configuration not stated)	-5	8	i	-7	i	5	-1	-8	2
CS(=O)(=O)c1ccc(Cl)c(NC(=O)CSc2nc3ccccc3c(=O)n2CCCN2CCOCC2)c1	1	4	i	0	i	2	-1	-2	0
COc1ccc(CNC(=O)CSc2nnc3c(Cl)cc(C(F)(F)F)cn23)cc1OC	1	-18	i	-14	i	10	-3	-2	-2
O=[N+]([O-])c1ccc2c(c1)C(N1CCOCC1)/C(=C/C1(O)CCCCC1)O2 (configuration not stated)	0	3	i	5	i	-5	-6	2	3
COc1ccc(S(=O)(=O)NCCCCOc2ccc(Cl)cc2)cc1	0	2	i	17	i	-13	0	5	-2
Cc1cc(N2CCN(C)CC2)nc2ccc(NC(=O)CCC(=O)NCCCOC(C)C)cc12	-6	-5	i	-1	i	6	1	-1	-1
CC(=O)Nc1cccc(C(=O)N/N=C/c2ccccc2F)c1	-1	-4	i	-9	i	-4	-3	0	-3
OC(c1cc(F)cc(Cl)c1)c1ncc(-c2ccccc2Cl)[nH]1 (configuration not stated)	-6	-9	i	9	i	2	-6	-2	-1
Cc1cc(C)n(-c2nc3ccccc3c(=O)n2OCC(C)C)n1	-8	8	i	-6	i	-5	1	0	-1
CCCCC(CC)C(=O)Nc1ccc(Nc2ccccc2)cc1 (configuration not stated)	-7	13	i	42	i	3	-10	7	5
COc1ccc(CNC(=O)Nc2nc(C(N)Cc3ccc(Cl)cc3)cs2)cc1 (configuration not stated)	8	4	i	-5	i	20	1	-11	0
Cc1cc2c(NC(=O)Nc3ccc(C(C)(C)C)cc3)cccc2nn1	-3	-1	i	11	i	-7	1	5	-6
Cn1c(-c2ccc(F)cc2)cnc1SCC(=O)NNC(=O)Cc1ccccc1	-1	-22	i	4	i	4	-8	2	1
Cc1cc(N/N=C/c2cccc([N+](=O)[O-])c2)nc(-n2nc(C)cc2C)n1	-13	0	i	-2	i	2	1	0	1
Cc1nn(-c2ccccc2)c(C)c1C(=O)N1CCN(S(=O)(=O)c2ccccc2)CC1	7	4	i	-5	i	-18	-1	-1	0
C=CCN(Cc1cccc(OC)c1OC)C(=O)Oc1ccccc1	-1	0	i	1	i	-7	4	-6	2
O=C(CN(CCc1ccccc1)S(=O)(=O)c1ccc(Br)cc1)N/N=C/c1ccc2c(c1)OCO2	14	2	i	6	i	9	1	0	0
O=c1ccc2c(-c3ccccc3S(=O)(=O)O)c3ccc(O)c(O)c3oc-2c1O	3	18	i	55*	i	29	77	49*	52*
Cc1ccc(NC(=O)CSc2nc3ccccc3c(=O)n2CC2CCCO2)cc1 (configuration not stated)	-1	6	i	7	i	6	4	-1	3
COc1cc(/C=N/N=C(\N)c2nonc2N)cc(OC)c1OC	-3	7	i	-4	i	-6	-12	3	-4

Reprinted from above for reference:
smiles	NadD block	MLLE-PAM2 inh	Neddylation inh	FAS TE block	Rpn11 block	SKN-1 block	CSN inh	MT1-MMP act inh	Rin1 Abl inh
Cc1csc2nc(CNS(=O)(=O)c3ccc4c(c3)CCCC4)cn12	5	-11	i	0	i	36*	1	-1	-1
CC(Sc1cccc[n+]1[O-])C(=O)Nc1cccc(S(=O)(=O)N2CCOCC2)c1 (configuration not stated)	1	21	i	-12	i	1	-5	-5	-7
COc1ccc2c(c1)c(C(C)=O)c(C)n2C	-7	1	i	-1	i	2	3	-3	4
O=C1COc2ccc(C(=O)COC(=O)CCSc3ccc(Cl)cc3)cc2N1	3	13	i	-1	i	-3	-6	1	-4
O=C(CSc1nnc2ccccn12)Nc1nsc(-c2ccccc2)n1	-3	-8	i	-7	i	-3	-4	-3	-5
CC1CC(C)CN(C(=O)CCCn2c(=S)[nH]c3ccccc3c2=O)C1 (configuration not stated)	-6	-58	i	8	i	2	4	-3	-1

Next section
smiles	NadD block	MLLE-PAM2 inh	Neddylation inh	FAS TE block	Rpn11 block	SKN-1 block	CSN inh	MT1-MMP act inh	Rin1 Abl inh
Cc1csc(SCC(=O)Nc2oc(C)c3c(C)n[nH]c(=O)c23)n1	0	19	i	-6	i	6	0	2	-1
O=C(Nc1cc(S(=O)(=O)N2CCOCC2)ccc1N1CCCC1)c1cc(=O)[nH]c2ccccc12	7	-34	i	0	i	4	2	-4	-1
CCCc1c(C(=O)N/N=C(\C)CCc2ccc(OC)cc2)nnn1-c1nonc1N	6	-4	i	8	i	7	-6	0	3
Cc1ccc(/C=N/NC(=O)CCSc2ccccc2)cc1	-6	-5	i	6	i	0	3	3	0
C(=N\N(c1ccccc1)c1ccccc1)/c1ccc(N2CCOCC2)s1	12	-60	i	44	i	-2	1	-14	1
COc1ccc(C2CC(c3ccc(C)cc3)Nc3nc(N)nn32)cc1 (configuration not stated)	11	0	i	-5	i	0	0	1	0
CSc1ccc(/C=C/c2cc(=O)c3ccccc3[nH]2)cc1	4	7	.	-5	i	4	-7	-6	-3
C=CCNC(=O)c1cc(-c2ccc3c(c2)OCO3)on1	-4	-3	i	-2	i	7	-1	5	-2
CCOc1ccc(-n2ccnc2)nn1	-6	11	i	-3	i	-8	1	4	-1
O=C(O)CNS(=O)(=O)c1c(Cl)cccc1Cl	-1	-1	i	-8	i	-9	0	1	-2

Molecules shown so far with a tert-butyl group:
smiles	NadD block	MLLE-PAM2 inh	Neddylation inh	FAS TE block	Rpn11 block	SKN-1 block	CSN inh	MT1-MMP act inh	Rin1 Abl inh
CC(C)(C)c1ccc(OCCCNCc2ccccc2)cc1	-3	-5	i	-6	i	-4	4	1	3
Cc1cc2c(NC(=O)Nc3ccc(C(C)(C)C)cc3)cccc2nn1	-3	-1	i	11	i	-7	1	5	-6

Compound activity (PubChem)
